Pf gametocyte: late stage P. falciparum gametocyte viability inhibitors, primary screen, ATP luminescence, HTS; P. falciparum stage V gametocytes, 24 h; inhibition, % at 10.9 µM; 0.065% of 150,000 active;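 active means inhibition above the mean plus 3 SD of compounds within the control limits, set per campaign, cut at about 38% in these data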;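 further: 0% = DMSO wells and 100% = medium only without gametocytes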
HRas wt GTP bind: modulators of GTP binding to HRas wildtype, primary screen, biochemical, bead-based flow cytometry, multiplex | GTPase HRas (Homo sapiens), P01112 | GST-Ras wt beads, Bodipy-FL-GTP binding; actives lie on both sides | GTP binding activity, % at 10 µM | 0.14% of 190,000 active;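 active means GTP binding activity at least 20% away from the 100% baseline, either lowered as inhibitor or raised as activator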;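 further: 0% = unlabeled GTP competition control and 100% = no-compound control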
Target sequence (P01112 whole entry, looked up): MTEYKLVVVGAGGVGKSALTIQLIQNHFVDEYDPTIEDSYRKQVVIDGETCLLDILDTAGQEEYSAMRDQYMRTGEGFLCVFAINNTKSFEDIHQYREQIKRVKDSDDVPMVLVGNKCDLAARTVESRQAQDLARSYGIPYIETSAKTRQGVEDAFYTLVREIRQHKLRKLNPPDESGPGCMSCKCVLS
Rac1 act GTP bind: GTP binding modulators of activated mutant Rac1, primary screen, biochemical, bead-based flow cytometry, multiplex, fluorescent GTP; Ras-related C3 botulinum toxin substrate 1 (Homo sapiens), P63000; GST-Rac1 activated beads; actives lie on both sides; 100% means binding = to untreated wells; percent activity (GTP binding), % at 10 µM; 0.11% of 190,000 active;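 active means GTP binding at least 20 percentage points away from the 100% baseline, in either direction, so actives lie on both sides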
Mcl1-Noxa inh: Mcl-1/Noxa binding inhibitors, primary screen, biochemical, TR-FRET, 1536-well; Induced myeloid leukemia cell differentiation protein Mcl-1 (Homo sapiens), Q07820; TR-FRET Mcl-1/Noxa peptide binding, 2 h; inhibition, % at 21.7 µM; 1.5% of 220,000 active;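 active means compounds that cut the protein-peptide binding signal by more than 50% relative to plate controls in a single-dose test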;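 further: His-tagged Mcl-1 with rhodamine Noxa BH3 peptide and terbium anti-His antibody; 0% = Mcl-1 plus Noxa peptide wells and 100% = peptide-only wells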
Target sequence (Q07820 whole entry, looked up): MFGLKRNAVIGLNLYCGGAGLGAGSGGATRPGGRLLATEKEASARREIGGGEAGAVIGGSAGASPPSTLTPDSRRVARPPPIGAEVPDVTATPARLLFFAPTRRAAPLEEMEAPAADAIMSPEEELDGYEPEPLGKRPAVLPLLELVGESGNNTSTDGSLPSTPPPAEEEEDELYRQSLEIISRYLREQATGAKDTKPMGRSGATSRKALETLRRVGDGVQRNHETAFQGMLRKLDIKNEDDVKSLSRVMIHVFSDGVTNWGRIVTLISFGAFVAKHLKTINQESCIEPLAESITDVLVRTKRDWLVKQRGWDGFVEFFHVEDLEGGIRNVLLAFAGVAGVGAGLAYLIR
Rab7 wt GTP bind: modulators of GTP binding to Rab7, primary screen, biochemical, wildtype, multiplex bead flow cytometry; Rab7 GTPase wild type (dog), Bodipy-FL-GTP binding; GST-Rab7 beads, fluorescent GTP binding; actives lie on both sides; untreated = 100%, excess cold GTP = 0%; GTP binding activity (percent of control), % at 10 µM; 0.055% of 190,000 active; AID 758, 2007;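 active means fluorescent GTP binding to Rab7 beads changed by at least 20 points from the 100% baseline, either direction, mostly lower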;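 further: median green fluorescence of bound Bodipy-FL-GTP per Rab7 bead population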
Rab2 wt GTP: modulators of GTP binding to Rab2A wildtype, primary screen, biochemical, dog, bead-based flow cytometry, multiplex | 0.19% of 190,000 active | GTP binding activity, % at 10 µM | GST-Rab2 wt beads, Bodipy-GTP binding | Ras-related protein Rab-2A (Canis lupus familiaris), P61105;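 active means GTP binding activity at least 20 points away from 100%, either lowered or raised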;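 further: 0% = beads with excess unlabeled GTP and 100% = no-compound control corrected for plate trend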
Avidin fluor: green autofluorescence of compounds with avidin beads – biophysical, 488/530 nm, flow cytometry, artefact control, profiling panel; AID 1775, 2009; compound fluorescence 488/530 nm; hits give high values; 0.38% of 220,000 active; fluorescence (KMESF) at 10 µM; in the data active means fluorescence above about 47; further: inactives centre near 10
Cdc42 wt: modulators of GTP binding to wildtype Cdc42, primary screen, biochemical, multiplex bead flow cytometry, Bodipy-GTP. Cell division control protein 42 homolog (Homo sapiens), P60953. GST-Cdc42 beads; actives lie on both sides. percent activity (GTP binding), % at 10 µM. 0.2% of 190,000 active. AID 761, 2007;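 active means percent activity GTP binding at least 20 points away from the 100% baseline, either down as inhibitor or up as activator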;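 further: median bead fluorescence of bound Bodipy-FL-GTP at 100 nM; 0% = excess unlabeled GTP control and 100% = no compound control; below 100% means less GTP binding so inhibitor and above means activator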
Target sequence (P60953 whole entry, looked up): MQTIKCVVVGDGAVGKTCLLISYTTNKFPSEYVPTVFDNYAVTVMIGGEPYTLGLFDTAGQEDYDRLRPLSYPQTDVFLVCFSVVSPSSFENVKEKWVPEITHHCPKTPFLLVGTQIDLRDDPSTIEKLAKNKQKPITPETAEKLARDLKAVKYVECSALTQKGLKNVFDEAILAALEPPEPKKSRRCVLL
Mcl1 Bid PPI: Mcl-1/Bid binding inhibitors, primary screen, biochemical, TR-FRET, 1536-well; Induced myeloid leukemia cell differentiation protein Mcl-1 (Homo sapiens), Q07820; TR-FRET Mcl-1/Bid-Dy647 peptide binding; inhibition, % at 21.7 µM; 0.97% of 220,000 active; AID 1021, 2008;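 active means compounds that cut the binding signal by more than half at the single screening dose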;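 further: His-tagged Mcl-1 with europium anti-His antibody binding Bid BH3 peptide; 0% = Mcl-1 plus peptide wells and 100% = peptide-only wells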
GSH fluor: compound fluorescence on glutathione beads, profiling panel, artefact control, biophysical, 488/530 nm, flow cytometry; GSH beads flow cytometry, compound fluorescence 488/530 nm; hits give high values; fluorescence (KMESF) at 10 µM; 0.25% of 190,000 active; in the data active means fluorescence above about 89;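 further: glutathione beads carrying GST-tagged Bcl family fusion proteins plus one bare bead set; values are compound well signal with DMSO vehicle wells as background; inactives centre near 16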
Rac1 wt modul: wildtype Rac1 GTP binding modulators, primary screen, biochemical, GST-Rac1 beads, flow cytometry, multiplex; Ras-related C3 botulinum toxin substrate 1 (Homo sapiens), P63000; fluorescent GTP binding; actives lie on both sides; 0 = cold GTP competed, 100 = untreated; GTP binding activity (% of control), % at 10 µM; 0.27% of 190,000 active; AID 757, 2007;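 active means GTP binding activity at least 20 points away from the 100% control level, either lower or higher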
The depositor's hits bear a star; / = no result given. Compounds as they come; 3% or so of the library scored in one or more.

Value order – Pf gametocyte, HRas wt GTP bind, Rac1 act GTP bind, Mcl1-Noxa inh, Rab7 wt GTP bind, Rab2 wt GTP, Avidin fluor, Cdc42 wt, Mcl1 Bid PPI, GSH fluor, Rac1 wt modul
O=C(O)Cn1ncc2ccccc2c1=O
  /, 101, 97, 4, 107, 99, 9, 96, -20, 26, 100
CCCC(=O)Nc1ccc(Cl)c(NC(=O)c2cccc(OC)c2)c1
  8, 95, 95, 15, 98, 97, 11, 97, -31, 14, 98
Cc1ccc(Cn2ccc(NC(=O)c3cc4nc(-c5ccco5)cc(C(F)(F)F)n4n3)n2)cc1
  -8, 99, 99, 15, 99, 97, 12, 98, -24, 10, 99
O=C(N/N=C/c1ccc2c(c1)OCO2)c1cc(-c2ccc(F)cc2)nc2ccccc12
  -24, 96, 96, 5, 98, 95, 12, 96, -5, 5, 98
O=C(O)CCc1ccc(-c2ccc(F)cc2)n1CC1CCCO1 (stereo not given)
  -3, 99, 99, 6, 100, 100, 37, 99, -39, 20, 100
COc1cc(OC)c(OC)cc1CN1CCCC(C(=O)N2CCCCC2)C1 (stereo not given)
  5, 101, 101, 3, 100, 103, 14, 105, 53*, 28, 110
CC1CCN(CCCCOc2ccccc2[N+](=O)[O-])CC1
  /, 107, 100, -1, 103, 103, 33, 107, 53*, 13, 104
Cc1cc(C)nc(SCC(=O)NNC(=O)c2cccs2)n1
  2, 102, 97, 15, 103, 101, 12, 98, -39, 22, 101
COc1ccccc1NC(=O)CC(=O)CSc1nnc(-c2ccc(C)cc2)n1C
  -4, 92, 90, 14, 90, 92, 17, 94, -5, 39, 91
CC(C)Cn1c(CN(C)Cc2ccccc2)nc2c1c(=O)n(C)c(=O)n2C
  /, 97, 96, 0, 99, 95, 5, 98, -1, 21, 100
CC1=C(C(=O)Nc2ccccc2)C(c2ccccc2)N2C(=O)CSC2=N1 (stereo not given)
  /, 108, 103, 5, 107, 106, 7, 107, -6, 25, 104
Cc1ccc(C)c(NC(=O)C(=O)NCCCN2CCOCC2)c1
  -6, 100, 94, 2, 100, 98, 9, 98, -7, 26, 94
CCOC(=O)c1sc(NC(=O)c2ccccc2F)c(C(N)=O)c1C
  -3, 99, 95, -12, 101, 98, 11, 96, 10, 17, 101
CCOC(=O)N1CCC2(CC1)C(C(=O)C13CC4CC(CC(C4)C1)C3)C2(C#N)C#N (stereo not given)
  -33, 98, 98, 14, 92, 95, 7, 99, -11, 6, 99
O=C(N/N=C/c1cccc([N+](=O)[O-])c1)c1ccc2nc[nH]c2c1
  /, 96, 93, /, 95, 93, 7, 94, -33, 35, 91
C/C(=N\NC(=O)c1c(Br)c(C)nn1C)c1cccc(NC(=O)C2CCC2)c1
  3, 98, 96, -11, 95, 96, 4, 98, -33, 20, 100
O=S(=O)(Nc1ccc(N2CCCCC2)cc1)c1cccc2cccnc12
  /, 101, 97, 27, 99, 98, 11, 100, -28, 35, 104
Cc1occc1C(=O)N/N=C/c1sc(N2CCOCC2)nc1-c1ccccc1
  10, 94, 93, -11, 104, 95, 4, 93, -44, 18, 96
CCCNC(=O)c1csc2c1CCCCC2
  /, 100, 101, 8, 99, 99, 34, 104, -16, 18, 108
CCCOc1ccc(N2C(=O)CC(SC(=NC)Nc3ccc(F)cc3)C2=O)cc1 (stereo not given)
  /, 97, 95, 10, 94, 95, 9, 97, -11, 33, 96
CSCCC(NC(=O)C1CCC(C)CC1)C(=O)NCCN1CCOCC1 (stereo not given)
  -3, 100, 98, 2, 99, 98, 22, 104, -40, 13, 104
Cc1ccccc1OCC(=O)NNC(=O)Nc1ccccc1
  /, 99, 97, 2, 97, 99, 11, 96, -2, 12, 99
Cc1ccc(NC(=O)COC(=O)c2ccccc2Cl)cc1S(=O)(=O)N(C)C
  -11, 101, 98, -5, 105, 98, 26, 95, -6, 18, 100
N=c1nc(SCCC(=O)O)ss1
  /, 102, 100, 4, 103, 102, 4, 103, 3, 55, 104
CCS(=O)(=O)c1ccc2oc(SCC(=O)NCCC3=CCCCC3)nc2c1
  8, 101, 100, -15, 102, 100, 34, 105, -16, 20, 106
CN1CCc2ccccc2CC1=O
  -28, 105, 101, 12, 104, 102, 5, 102, 19, 13, 109
Cc1nc2ccccc2n1C(=O)c1ccc(Cl)cc1[N+](=O)[O-]
  0, 102, 99, 21, 102, 101, 11, 102, 12, 11, 107
Cc1cccc(N2CC(C)Cn3c2nc2c3c(=O)n(CC(=O)OCc3ccccc3)c(=O)n2C)c1 (stereo not given)
  /, 100, 99, -19, 98, 101, 5, 100, -12, 58, 102
Cc1cccc(N(Cc2ccccc2)C(=O)CCl)c1
  18, 97, 95, -5, 92, 93, 9, 93, -1, 27, 100
O=[N+]([O-])c1cc(Cl)ccc1-c1nc(-c2ccncc2)no1
  7, 99, 96, 2, 98, 97, 5, 97, -51, 11, 98
Cc1noc(NS(=O)(=O)c2ccc(NC(=O)c3ccc(N4C(=O)c5ccccc5C4=O)cc3)cc2)c1C
  -18, 95, 93, 0, 100, 95, 22, 94, -27, 8, 93
O=[N+]([O-])c1ccc(NNC(=S)Nc2ccc(F)cc2)cc1
  /, 101, 102, 39, 99, 102, 19, 106, -92, 12, 105
O=C(O)C1CSC2(c3ccc4c(c3)OCCO4)CCC(=O)N12 (stereo not given)
  2, 104, 99, -5, 103, 100, 9, 97, -49, 44, 106
COc1ccc(C2(C(=O)Nc3ccc(C(=O)N4CCOCC4)cc3)CCOCC2)cc1
  -14, 97, 97, -2, 95, 97, 6, 101, -10, 5, 100
CCOC(=O)c1ccc(NC(=S)NCCc2ccc(F)cc2)cc1
  2, 95, 92, 13, 102, 98, 9, 95, -7, 10, 96
COc1ccc(/C=C(\C#N)C(=O)OC2CCOC2=O)cc1 (stereo not given)
  5, 96, 95, 8, 92, 94, 14, 92, -45, 14, 97
CC1(C)CC(=O)C=C(Nc2ccc(S(N)(=O)=O)cc2)C1
  -7, 104, 101, 12, 100, 103, 38, 106, -1, 13, 102
O=C(CCNC(=O)c1ccccc1)Nc1cccnc1
  26, 96, 97, 0, 105, 98, 8, 98, -39, 16, 97
CCOC(=O)C1CCCN(C(=O)c2cc(-c3ccc(F)cc3)nc3ccccc23)C1 (stereo not given)
  -18, 95, 93, -3, 96, 92, 23, 93, -12, 11, 96
CNc1csc(C)c(C)c1=O
  /, 104, 102, 21, 103, 104, 36, 107, -28, 15, 106
CC(=O)N1CCC(N(CCN2CCOCC2)C(=S)Nc2cccc(C)c2C)CC1
  -7, 100, 99, 0, 100, 99, 14, 104, -57, 21, 98
CCCCCC(=O)N/N=C/c1ccco1
  -1, 100, 98, -4, 97, 100, 12, 100, -25, 4, 103
Cc1nc2cc(-c3ccc(Cl)cc3)nn2c(C)c1CCC(=O)NCc1ccco1
  /, 96, 97, 4, 98, 97, 5, 94, 1, 26, 94
COc1ccc(CNC(=O)C2CCN(S(=O)(=O)c3ccc(-c4nn[nH]n4)cc3)CC2)cc1
  /, 101, 100, 0, 102, 102, 31, 101, 14, 23, 106
Cn1cccc1/C=N/NC(=O)c1sc2cc(Cl)ccc2c1Cl
  4, 106, 103, -10, 104, 102, 14, 107, -20, 19, 108
Cc1snc(SCC(=O)c2ccc(F)cc2)c1C#N
  -9, 101, 94, -2, 105, 96, 29, 93, -26, 7, 95
O=C(NC(Cc1ccccc1)C(=O)O)/C(=C/c1ccc([N+](=O)[O-])cc1)NC(=O)c1ccccc1Br (stereo not given)
  21, 99, 96, 9, 102, 100, 10, 101, -8, 11, 99
COc1cc(OC)c(NC(=O)c2ccoc2C)cc1Cl
  10, 99, 94, 3, 99, 97, 12, 102, -40, 41, 98
CCOC(=O)c1cc2c(ccc3ccccc32)oc1=O
  48*, 85, 90, 3, 87, 83, 6, 85, -1, 12, 80
COc1cc2nc(CSc3nc(-c4ccc(F)cc4)cs3)[nH]c(=O)c2cc1OC
  -21, 97, 98, 5, 97, 95, 3, 102, -14, 4, 98
COc1ccccc1CNC(=O)CSc1ccc(-c2cccc([N+](=O)[O-])c2)nn1
  5, 99, 98, 25, 104, 98, 10, 101, -3, 16, 101
CCOC(=O)N1CCN(C(=O)CSc2nnc(Cc3cccn3C)n2CCc2ccccc2)CC1
  1, 100, 97, 17, 100, 99, 9, 99, 8, 13, 100
O=C(NCc1ccccc1F)C1CCN(C(=O)NCc2ccccc2)CC1
  20, 99, 98, -9, 97, 98, 10, 98, 1, 37, 100
COc1ccc(NS(=O)(=O)c2ccc(SC)cc2)c(OC)c1
  -22, 98, 95, 17, 99, 97, 11, 99, -9, 13, 101
COc1ccc(C(=O)NNC(=O)c2cc(C)[nH]n2)cc1
  11, 97, 94, -10, 102, 96, 15, 93, -15, 10, 94
S=C(NCCc1ccccc1)Nc1ccc(Cl)cc1Cl
  /, 98, 97, 13, 96, 96, 12, 96, -29, 79, 97
COc1ccc(C(=O)NNC(=O)c2cccc(F)c2)cc1
  3, 98, 98, 13, 105, 98, 11, 96, -2, 8, 99
